Bioassay records deposited in PubChem BioAssay by several laboratories.
LYP act: activators of human LYP (PTPN22) phosphatase | Q9Y2R2 | recombinant LYP, DiFMUP fluorescence; 0 = plate median, 100 = signal doubled | activation, % at 2 µM | 96,000 tested, 0.11% active;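 active = activation at 2 µM above a set limit, the mean plus 5 SD, cut at about 37% in these data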
PTK2B oligo ant: blocks oligomerization of human Pyk2 in cells. Q14289. Q293 cells, Pyk2 FERM NanoBiT luminescence; stronger effect = lower value. z-score (the deposit names both 25 µM and 10 µM). 99,000 tested, 0.83% active. AID 1347419;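 active = Z-score of -3 or lower, scaled per plate to the spread of control and sample wells; inactive = z-score above -3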;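 also: negative z-score means lost luminescence so less FERM oligomerization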
E coli WT exp: growth inhibitors of E. coli BW25113 wild type; 98,000 tested, 0.15% active; growth inhibition, % at 100 µM; OD600 absorbance; AID 710;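 active = growth inhibition above about 50% at one test dose, limit read from the data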;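 also: growth measured after 20 h incubation at 37 °C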
CYP2C9 inhib: human CYP2C9 inhibition | inhibition, % at 5 µM | CYP2C9 Supersomes, luciferin-H conversion, luminescence | P11712 | AID 777 | 96,000 tested, 20% active;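 active = blocking of liver enzyme CYP2C9 beyond about 50% at 5 µM, limit read from the data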; also: values of inactives mirror those of a sister screen read the other way
PostGolgi yeast: growth inhibition of a yeast mutant, post-Golgi transport screen; post-Golgi transport phenotypic cell assay; inhibition, % at 10 µM; 98,000 tested, 0.9% active;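 also: yeast cells grown in 1536-well plates; yeast grown about 18 h at 30C before absorbance read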
hDAT+cocaine: modulates human dopamine transporter uptake under cocaine; Q01959; LLC-PK1 hDAT cells, [14C]-dopamine uptake with cocaine IC80; actives deviate in either direction; B-score at 10 µM; 110,000 tested, 1.3% active;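 active = Z score or B-score, a plate-position-corrected score, falls beyond the plate's 99.7% confidence bounds, in either direction; inactive = both scores lie inside the 99.7% bounds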;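 also: scored against the spread of the other compound wells on the same plate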
Target sequence (Q01959 whole entry, looked up): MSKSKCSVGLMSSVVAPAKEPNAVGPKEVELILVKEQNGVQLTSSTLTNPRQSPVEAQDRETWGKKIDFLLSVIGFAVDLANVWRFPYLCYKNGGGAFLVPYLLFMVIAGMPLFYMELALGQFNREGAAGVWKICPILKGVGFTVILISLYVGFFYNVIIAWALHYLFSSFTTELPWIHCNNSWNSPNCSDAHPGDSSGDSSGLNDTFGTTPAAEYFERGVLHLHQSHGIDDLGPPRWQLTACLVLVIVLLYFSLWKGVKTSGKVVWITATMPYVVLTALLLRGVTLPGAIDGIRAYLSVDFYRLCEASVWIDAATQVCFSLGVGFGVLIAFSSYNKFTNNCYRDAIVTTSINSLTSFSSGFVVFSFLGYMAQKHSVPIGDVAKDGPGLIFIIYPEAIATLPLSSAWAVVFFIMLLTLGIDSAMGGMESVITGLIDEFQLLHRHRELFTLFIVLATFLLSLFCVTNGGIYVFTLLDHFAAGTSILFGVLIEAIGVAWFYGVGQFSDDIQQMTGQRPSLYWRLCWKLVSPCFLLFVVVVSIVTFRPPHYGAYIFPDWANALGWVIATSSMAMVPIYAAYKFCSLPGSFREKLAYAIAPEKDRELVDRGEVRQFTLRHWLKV
PTPN22 inh 2: blocks human PTPN22 phosphatase activity; Q9Y2R2; AID 640; inhibition, % at 2 µM; recombinant LYP catalytic domain, DiFMUP fluorescence; 96,000 tested, 0.21% active;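 active = inhibition at 2 µM at or above a set limit, the screen mean plus 3 SD, cut at about 24% in these data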;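 also: 0% = DMSO with enzyme and 100% = enzyme fully blocked by orthovanadate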
CYP2C9 activ: increases human cytochrome P450 2C9 activity. activation factor at 5 µM. 96,000 tested, 1.4% active. recombinant CYP2C9, luciferin-H conversion, luminescence; stronger effect = higher value; factor 1 = untreated enzyme, 0 = blocked;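 active = activation factor of 2 or more for CYP2C9 at a 5 µM dose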;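 also: 0 = sulfaphenazole-blocked wells and 1 = vehicle-only wells; values of inactives mirror those of a sister screen read the other way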
PostGolgi ctrl: inhibits growth of the yeast control strain; inhibition, % at 10 µM; AID 738; efflux-deficient yeast background strain, growth absorbance A615, 16 h; 98,000 tested, 5% active
Active calls of the source: *; . = not tested or not shown. Rule as the data show it, unless noted: active = inhibition above about 30%; inactive = the rest. Not all compounds are listed. The share of hits here may be higher or lower than overall.

SMILES	LYP act	PTK2B oligo ant	E coli WT exp	CYP2C9 inhib	PostGolgi yeast	hDAT+cocaine	PTPN22 inh 2	CYP2C9 activ	PostGolgi ctrl
CCCCn1c(O)c(C(C)=NCc2cc(OC)cc(OC)c2)c(=O)[nH]c1=O	-3	-1.2	-8	98*	-7	-0.013	5	0	20
CCc1nc(N2CCNCC2)c(C#N)c2c1CSC(C)(C)C2	.	0.59	11	30	-2	.	.	0.7	23
CC(NCc1ccccc1Cl)C(O)c1ccccc1 (configuration not stated)	-2	0.37	4	1	2	0.28	6	1	13
CCCCn1c(O)c(C(C)=NCCCN(CC)CC)c(=O)[nH]c1=O	2	1.9	-4	12	-3	-0.76	-4	0.9	0
CCCC(C)C(=O)NC1CCSC1=O (configuration not stated)	7	0.27	9	0	5	0.53	-8	1	-2
O=C1C2CCCN2C(c2cccnc2)N1c1nccs1 (configuration not stated)	3	1.4	3	-2	-7	.	-6	1	-8
CC(=O)OC1(c2ccc(C)cc2)CN2CCC1c1ccccc12 (configuration not stated)	1	1.2	0	-27	-6	0.99	0	1.3	9
O=C(CCN1CCOCC1)NCC(=O)Nc1ccc(Br)cc1C(=O)c1ccccc1	-8	-0.1	3	-4	-3	0.088	7	1	-5
C#CCOCOCC#CCN(CC)CC	8	0.43	1	-1	14	1.2	-6	1	-2
N=c1sc2c(n1Cc1ccccc1)CCCC2	3	1.1	5	10	8	1.5	-8	0.9	-1
O=C(c1ccco1)C12CN3CN(CN(C3)C1)C2	3	-0.71	2	.	6	-0.1	-7	.	-7
O=c1cccc2n1CC1CC2CN(Cc2c(F)cccc2Cl)C1 (configuration not stated)	.	-0.49	1	55*	-3	0.12	.	0.4	11
Cc1cc(N2C(=O)CC(N3CCC(n4c(=O)[nH]c5ccccc54)CC3)C2=O)no1 (configuration not stated)	4	0.37	-6	-9	-1	0.78	-2	1.1	25
O=c1[nH]c(=O)n(CCc2ccc(F)cc2)c(O)c1C=NCCCN1CCOCC1	-9	-0.39	5	-3	-1	0.91	6	1	22
[O-][n+]1onc2c1CCC1N(O)CCC21O (configuration not stated)	-7	0.43	-1	7	-8	1.3	6	0.9	9
N=Cc1c(O)n(-c2cccc(Cl)c2)c(=O)[nH]c1=O	2	-0.43	5	8	3	-0.66	-2	0.9	8
O=C(COc1ccccc1)N1CCN(C2CCCC2)CC1	8	0.3	-4	1	5	0.76	-11	1	-2
O=C(c1cccc(N2CCCC2=O)c1)N1CCC2(CC1)OCCO2	-3	-0.24	-1	-19	2	-0.5	-1	1.2	5
CC1CCC(NCC(O)c2ccccc2)CC1 (configuration not stated)	-8	0.76	-5	14	-3	0.61	9	0.9	8
CCN(CC)C(=O)c1ccc(NC(=O)c2cccc(F)c2)cc1	8	-0.85	1	-20	-4	2	-8	1.2	2
CC(NC1CCCCC1)C(O)C12CC3CC(CC(C3)C1)C2 (configuration not stated)	6	0.1	0	19	-2	-1.2	-6	0.8	1
CC(C)NS(=O)(=O)c1ccc(OCC(=O)N2CCN(Cc3ccccc3)CC2)c(Cl)c1	1	0.85	9	71*	5	1.4	-1	0.3	-2
O=c1[nH]c(CN2CC=C(c3ccccc3)CC2)nc2cc(C(F)(F)F)ccc12	2	-0.82	-7	79*	-9	0.3	-3	0.2	-3
COc1ccc(CN2CC3CC(C2)c2cccc(=O)n2C3)cc1OC (configuration not stated)	1	-0.14	-3	0	11	-0.59	-4	1	4
C[C@H]1CCC[C@@H](O)CCC/C=C/c2cc(O)cc(O)c2C(=O)O1	-11	-2.3	2	78*	-3	-0.085	10	0.2	8
O=c1c2cc(Cl)cc(Cl)c2nc(CN2CCOCC2)n1-c1ccccc1F	-11	-0.34	-1	20	5	0.27	10	0.8	25
CCCNc1oc(-c2cccc3ccccc23)nc1C#N	.	-0.25	-13	45	-3	1.6	.	0.6	6
CCCCc1ccc2[nH]cc(CCN)c2c1	6	0.78	38	63*	-4	0.9	-3	0.4	7
COc1ccc2c(c1OC)C(=O)OC2c1c(O)n(Cc2ccc(F)cc2)c(=O)[nH]c1=O (configuration not stated)	.	0.31	4	28	-4	0.098	.	0.7	12
CC1(C)C(C(=O)NCc2ccco2)C1(C)C	-9	-0.47	7	8	3	-1.2	9	0.9	-1
CN1CCN(Cc2nc3ccccc3c(=O)[nH]2)CC1	12	-0.36	1	-2	15	-1.4	-12	1	-5
NCCc1c[nH]c2ccc(F)cc12	3	.	.	35	.	-0.97	-5	0.6	.
O=c1[nH]c2ccccc2c(=O)n1-c1cccc(Cl)c1	-10	0.23	-8	2	-2	.	9	1	4
CCOC(=O)C1CCN(C(C)C(=O)c2c(C)[nH]c3cc(C)ccc23)CC1 (configuration not stated)	8	-0.25	3	32	-2	-0.24	-10	0.7	5
COCCOC(=O)C1=C(N)Oc2c(c(=O)oc3ccccc23)[C@@]12C(=O)Nc1ccccc12	.	0.71	-2	81*	2	-0.21	.	0.2	5
CC1CC2(O)c3no[n+]([O-])c3CCC2N1O (configuration not stated)	-4	0.08	2	-17	4	-0.099	3	1.2	4
CN1C(=O)N(C)C(=O)C(CCc2ccccn2)(CCc2ccccn2)C1=O	-14	0.08	-9	-20	-4	0.1	12	1.2	12
CCOC(=O)N(C)c1ccc(C(O)(C(=O)OCC)C(F)(F)F)cc1 (configuration not stated)	-7	-0.24	0	70*	-1	-0.6	3	0.3	14
Cc1cccc(N2C(=O)NC(=O)/C(=C\c3cccn3-c3ccc(Cl)cc3)C2=O)c1	7	-3.4*	-7	-16	3	-0.48	-3	1.2	15
c1ccc2c(c1)CNc1ccccc1O2	10	1.1	17	8	-11	-0.31	-10	0.9	7
Cc1nn(C2CCOC(C)(C)C2)c2c1C(c1ccc(OC(C)C)cc1)SCC(=O)N2 (configuration not stated)	2	0.39	10	-1	-4	0.5	0	1	-6
CCC(C)N1Cc2ccccc2C1=N (configuration not stated)	12	0.49	4	5	-9	-0.57	-10	1	0
CCCCn1c(O)c(C=Nc2c(C)n(C)n(-c3ccccc3)c2=O)c(=O)[nH]c1=O	12	-0.38	4	-3	0	-0.73	-11	1	-2
C=CCn1c(O)c(C(C)=NCCCO)c(=O)[nH]c1=O	4	0.89	7	-7	14	-0.26	-1	1.1	-9
CC(=NCc1ccco1)c1c(O)n(-c2ccccc2)c(=O)[nH]c1=O	2	-0.05	8	12	1	-0.24	-2	0.9	20
COc1ccc(OCC(=O)N2CCN(CC3CC4C=CC3C4)CC2)cc1 (configuration not stated)	2	0.07	1	8	23	-0.0071	-4	0.9	16
O=C(CNC(=O)c1ccccc1)Nc1ccc(Br)cc1C(=O)c1ccccc1	-8	-0.62	1	22	-5	0.86	6	0.8	31*
O=c1[nH]c(=O)n(Cc2ccc(F)cc2)c(O)c1C=NCc1cccnc1	1	-1	-8	9	2	-0.43	-4	0.9	-2
CC1C(c2cccs2)=[N+]([O-])C(C)(C(=O)c2ccc(F)cc2)N1O (configuration not stated)	10	-0.24	.	.	.	1.3	-4	.	.
Cc1ccnc(-n2c(C)cc(C=C3C(=O)N(C)C(=S)N(C)C3=O)c2C)c1	-6	-1.8	3	20	5	1.3	4	0.8	9
CCC(=NCc1ccco1)c1c(O)[nH]c(=O)[nH]c1=O	8	0.24	7	41	16	-0.00068	-9	0.6	10
CN(C)P(=NC(=S)c1cccn1C)(N(C)C)N(C)C	.	-0.19	-11	-25	-7	0.42	.	1.3	16
C=CCn1c(O)c(C(C)=NCCCN2CCOCC2)c(=O)[nH]c1=O	20	0.76	3	-8	0	-0.65	-16	1.1	-1
O=C(COc1ccc2ccccc2c1)N1CCN(Cc2ccncc2)CC1	6	0.23	-3	90*	-6	-1.8*	-4	0.1	-8
O=C(Cc1ccccc1)OCCN1CCCCC1	6	-0.19	2	2	8	-0.6	-7	1	6
Nc1ccc(S(=O)(=O)N2CC3CC(C2)c2cccc(=O)n2C3)cc1 (configuration not stated)	6	.	8	-16	7	-0.31	-11	1.2	11
CC(c1ccccc1)n1cncc1C(=O)O (configuration not stated)	0	-0.4	.	.	.	-0.57	0	.	.
O=C(O)Cn1cc(C(=O)c2ccccc2)c2ccccc21	-5	1.3	1	-2	11	0.27	1	1	2
CC1(C)CN=C(Nc2ccc(F)c(F)c2)S1	0	.	0	26	1	0.069	-1	0.7	6
O=c1c2ccccc2nc(-c2ccco2)n1-c1ccc(Br)cn1	-16	-0.18	4	-5	-3	0.36	17	1	-2

Other structures:
SMILES	LYP act	PTK2B oligo ant	E coli WT exp	CYP2C9 inhib	PostGolgi yeast	hDAT+cocaine	PTPN22 inh 2	CYP2C9 activ	PostGolgi ctrl
CCC(CC)C(=O)NC1CCSC1=O (configuration not stated)	4	-0.17	12	2	2	-0.18	-2	1	-6
CC(=NCC1CCCO1)c1c(O)n(-c2ccc(C)cc2)c(=O)[nH]c1=O (configuration not stated)	-1	0.41	-1	6	5	-0.31	4	0.9	12
CCOc1ccc(C2C(C#N)=C(N)Oc3c2c(=O)oc2ccccc32)cc1 (configuration not stated)	-1	-1.2	-4	83*	4	-0.16	4	0.2	13
CC(=O)c1ccccc1NC(=O)C1C2CCC(O2)C1C(=O)O (configuration not stated)	1	.	7	-18	-12	0.49	-6	1.2	18
Cc1cc(C)n(CCOC(=O)C2C(C=C(Cl)Cl)C2(C)C)n1 (configuration not stated)	-9	-0.27	4	75*	9	-0.73	8	0.3	24
CCOc1cc(C2NCc3ccccc3-n3cccc32)ccc1O (configuration not stated)	1	-0.6	14	75*	7	.	-3	0.3	8
COc1ccc(N=C(C)c2c(O)n(C)c(=O)n(C)c2=O)c(OC)c1	-7	1.1	-7	19	6	-0.091	5	0.8	13
Cc1oc(-c2ccccc2F)nc1CS(=O)CC(=O)N1CCC2(CC1)OCCO2 (configuration not stated)	-4	1.9	9	-4	-9	0.53	2	1	-5
CN1CCN(c2c(N)c(=O)oc3ccccc23)CC1	-9	0.19	1	7	4	-0.084	10	0.9	-1
COC(=O)C1=C(N)Oc2c(c(=O)oc3ccccc23)C1c1cccnc1 (configuration not stated)	-4	-1.1	-6	92*	7	-1.1	6	0.1	1

Three of the compounds above, with two lines to a compound:
Second line of a record – LYP act, PTK2B oligo ant, E coli WT exp, CYP2C9 inhib, PostGolgi yeast, hDAT+cocaine, PTPN22 inh 2, CYP2C9 activ, PostGolgi ctrl
[O-][n+]1onc2c1CCC1N(O)CCC21O (configuration not stated)
    -7, 0.43, -1, 7, -8, 1.3, 6, 0.9, 9
N=Cc1c(O)n(-c2cccc(Cl)c2)c(=O)[nH]c1=O
    2, -0.43, 5, 8, 3, -0.66, -2, 0.9, 8
O=C(COc1ccccc1)N1CCN(C2CCCC2)CC1
    8, 0.3, -4, 1, 5, 0.76, -11, 1, -2

Compound profiles (already shown). Screens in order: LYP act	PTK2B oligo ant	E coli WT exp	CYP2C9 inhib	PostGolgi yeast	hDAT+cocaine	PTPN22 inh 2	CYP2C9 activ	PostGolgi ctrl
COc1ccc(N=C(C)c2c(O)n(C)c(=O)n(C)c2=O)c(OC)c1 as listed: -7	1.1	-7	19	6	-0.091	5	0.8	13
CCOc1cc(C2NCc3ccccc3-n3cccc32)ccc1O (configuration not stated) as listed: 1	-0.6	14	75*	7	.	-3	0.3	8
CC(=NCC1CCCO1)c1c(O)n(-c2ccc(C)cc2)c(=O)[nH]c1=O (configuration not stated) as listed: -1	0.41	-1	6	5	-0.31	4	0.9	12
Cc1cc(C)n(CCOC(=O)C2C(C=C(Cl)Cl)C2(C)C)n1 (configuration not stated) as listed: -9	-0.27	4	75*	9	-0.73	8	0.3	24
CCOc1ccc(C2C(C#N)=C(N)Oc3c2c(=O)oc2ccccc32)cc1 (configuration not stated) as listed: -1	-1.2	-4	83*	4	-0.16	4	0.2	13
